Tb hexokinase – T. brucei hexokinase 1 inhibition; AID 1430; 220,000 compounds, 0.11% hits; inhibition, % at 10 µM; recombinant TbHK1, G6PDH-coupled NADH A340;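 active = inhibition of 50% or more in the single-dose primary screen; inactive = inhibition below 50%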
eIF4E-4G inh – eIF4E/eIF4G interaction inhibition in translation initiation | P63073+Q04637 | inhibition, % at 21.7 µM | 220,000 compounds, 0.37% hits | TR-FRET eIF4E-eIF4GI(517-606) binding, 2 h;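 active = inhibition above about 30%, limit read from the data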;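 also: 0% = full FRET control wells and 100% = background wells lacking eIF4GI fragment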
EP2 mod – modulates human prostaglandin E2 receptor EP2 signaling. EP2-expressing cells, cAMP HTRF FRET, PGE2 co-stimulation. P43116. AID 940. induction, % at 25 µM. 260,000 compounds, 0.83% hits;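 active = compounds whose cAMP rise, as percent of the full-agonist control response, exceeds 60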;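 also: rat C6 glioma line stably carrying human EP2 under a CMV promoter; the protocol text gives 20 µM as final concentration; 100% = response of wells given 1 µM PGE2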
Target sequence (P43116 whole entry, looked up): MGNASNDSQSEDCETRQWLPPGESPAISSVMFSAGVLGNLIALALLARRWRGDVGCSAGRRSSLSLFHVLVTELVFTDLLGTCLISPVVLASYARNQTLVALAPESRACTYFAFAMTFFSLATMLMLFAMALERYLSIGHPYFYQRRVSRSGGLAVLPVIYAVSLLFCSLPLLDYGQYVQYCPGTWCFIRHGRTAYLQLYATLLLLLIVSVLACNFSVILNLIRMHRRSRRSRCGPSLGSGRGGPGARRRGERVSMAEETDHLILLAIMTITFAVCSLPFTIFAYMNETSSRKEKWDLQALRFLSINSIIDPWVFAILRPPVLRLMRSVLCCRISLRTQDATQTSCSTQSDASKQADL
m-calpain inh – blocks pig calpain II enzyme activity. 220,000 compounds, 0.37% hits. purified calpain II, fluorogenic peptide substrate, 30 min. AID 1236. inhibition, % at 16 µM;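 active = inhibition above about 50%, limit read from the data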
EP2 antag – inhibitors of human EP2 prostaglandin E2 receptor; inhibition, % at 25 µM; AID 1422; 260,000 compounds, 0.52% hits; P43116; C6 glioma cells expressing human EP2, cAMP TR-FRET; cells stimulated with saturating PGE2;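 active = percent inhibition above 40 after rounding to a whole number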;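 also: rat C6 glioma host cells with rolipram phosphodiesterase inhibitor present; the protocol text gives 20 µM as final concentration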
L929 necroptosis – L929 zVAD cell death inhibition; L929 zVAD necroptosis rescue, ATP luminescence, 24 h; with zVAD 60 µM; 220,000 compounds, 0.38% hits; viability rescue, % at 10 µM; AID 1377;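 active = activation, scaled between plate controls, above about 75%, limit read from the data; inactive = activation under that limit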;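 also: 0% = zVAD with DMSO and 100% = DMSO alone without zVAD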
Rad51 HR inh – Rad51 (human) homologous recombination inhibition; hRad51 DNA strand exchange, fluorescence dequenching; Q06609; 200,000 compounds, 0.085% hits; inhibition, % at 10 µM;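 active = inhibition above 40% at the single screening dose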;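 also: 0% = DMSO control wells and 100% = blanks with heterologous ssDNA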
Target sequence (Q06609 whole entry, looked up): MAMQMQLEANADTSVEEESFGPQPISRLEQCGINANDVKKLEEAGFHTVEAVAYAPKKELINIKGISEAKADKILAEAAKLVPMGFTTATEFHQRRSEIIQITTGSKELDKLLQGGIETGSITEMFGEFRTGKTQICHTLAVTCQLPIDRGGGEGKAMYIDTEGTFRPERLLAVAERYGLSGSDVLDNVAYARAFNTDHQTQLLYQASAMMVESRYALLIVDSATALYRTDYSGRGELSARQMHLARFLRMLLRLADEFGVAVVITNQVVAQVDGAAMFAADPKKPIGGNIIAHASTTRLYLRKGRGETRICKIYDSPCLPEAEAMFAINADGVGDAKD
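Material: human Rad51–ssDNA filaments; Probe or stimulus: labelled 47-mer dsDNA for strand exchange; Doses: single 10 µM dose; Incubation: 37 °C 15-min filament assembly, 30-min compound preincubation, 15-min exchange; Technique: FRET fluorescence dequenching, excitation 485 nm, emission 520 nm; Measure: Fluorescence-based percent inhibition, control- and blank-normalised; Benchmarks: plate control and blank wells.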
14-3-3 Bad PPI – disrupts binding of bovine 14-3-3 zeta to phospho-Bad peptide | P63103 | AID 781 | TR-FRET 14-3-3zeta/Dy647-pBad peptide displacement, 1 h | inhibition, % at 21.7 µM | 220,000 compounds, 0.71% hits;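 active = inhibition above about 70%, limit read from the data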;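 also: 0% = full 14-3-3 plus peptide FRET controls and 100% = background without 14-3-3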
Target sequence (P63103 whole entry, looked up): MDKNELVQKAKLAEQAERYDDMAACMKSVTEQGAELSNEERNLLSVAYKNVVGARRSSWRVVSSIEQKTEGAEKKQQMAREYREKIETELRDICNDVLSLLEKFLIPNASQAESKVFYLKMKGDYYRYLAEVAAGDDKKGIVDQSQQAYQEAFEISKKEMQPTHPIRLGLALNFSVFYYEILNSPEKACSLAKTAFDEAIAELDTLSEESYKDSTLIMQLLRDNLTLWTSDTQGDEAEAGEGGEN
Hck-Nef inh – blocks Nef-activated human Hck kinase | P08631 | inhibition, % at 20 µM | Recombinant Hck-YEEI plus Nef, Z-Lyte FRET kinase assay | AID 463187 | 220,000 compounds, 0.68% hits;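 active = Hck-Nef kinase inhibition above about 50%, limit read from the data; inactive = inhibition below that limit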;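 also: 0% = DMSO with Hck plus Nef and 100% = Hck alone without Nef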
Numbers without * were called inactive; i = inactive; x = no result given; [ ] = dose if it differs, or a comment. An excerpt; the hit share may differ from the screen's.

SMILES	Tb hexokinase	eIF4E-4G inh	EP2 mod	m-calpain inh	EP2 antag	L929 necroptosis	Rad51 HR inh	14-3-3 Bad PPI	Hck-Nef inh
Cc1ccccc1NC(=O)C(c1ccccc1)C1CCCC1 (stereo not given)	0	-3	-2	20	3	1.6	-2	7	2
CCCC(c1nnnn1C(C)(C)C)N1CCN(C(=O)c2ccco2)CC1 (stereo not given)	-4	2	18	0	3	0.2	x	15	17
Cc1cccc(NC(=O)Nc2cccc(C#N)c2)n1	-6	2	-14	-6	13	74	7	6[fluorescence artefact?]	0
COc1ccc(-c2csc(N(Cc3ccccc3)C(=O)COc3ccc(Cl)cc3)n2)cc1	7	-10[fluorescence artefact?]	2	-3	10	0.1	0	1[fluorescence artefact?]	1
N#C/C(=C\c1ccco1)C(=O)NCc1ccccc1	-46	-1	-23	7	15	1.0	4	-1	11
CC(C)CC(NC(=O)C1CCCN1C(=O)OC(C)(C)C)C(=O)NCC(N)=O (stereo not given)	-4	1	12	5	13	-0.3	-9	-5	0
COc1ccc(NS(=O)(=O)c2cn(C)c(=O)n(C)c2=O)c(OC)c1	-4	-2	14	-11	6	0.0	x	4	17
CN1CCN(/C=C2\SC(=S)NC2=O)CC1	-10	-11	5	-20	12	2.3	-4	-12	0
Fc1cccc2sc(N3CCCC3)nc12	11	-4	-18	20	12	0.8	13	5	-7
CN(C)S(=O)(=O)c1ccc(Cl)c(C(=O)Nc2nc3ccccc3[nH]2)c1	-8	3	-41	-4	4	1.4	12	-22	24
COc1ccc(Nc2c(-c3ccc(OC)cc3)nc3cnccn23)cc1	-10	2	-39	-1	7	-0.4	8	-6	3
CCCN1CNc2c(c(=O)[nH]c(=S)n2CCc2ccc(OC)c(OC)c2)C1	-3	-3	22	-31	6	0.2	-6	-4	4
CCOC(=O)Cc1csc(NC(=O)CN(C)S(=O)(=O)c2cccc3cccnc23)n1	2	0	9	20	19	-0.4	8	1	0
C#CCOCCOCCOCCNc1nc(N2CCN(C(=O)[C@H]([C@@H](C)CC)n3cc([C@@H](N)CC(C)C)nn3)CC2)nc(N2CCN(C(=O)[C@H](CCCCN)n3cc([C@@H](N)C(C)CC)nn3)CC2)n1 (stereo not given in full)	1	5	26	-17	11	0.0	-5	43	7
CCOC(=O)C1(Cc2ccccc2C(F)(F)F)CCN(Cc2ccon2)CC1	-8	-10	57	-18	8	-0.1	-8	-1	23
COc1cccc(C2Nc3ccccc3C(=O)N2O)c1O (stereo not given)	-9	-1	30	3	9	1.1	5	-2	-3
O=C(NCc1cccs1)c1noc2c1CCCCC2	4	-1	7	11	7	1.8	4	5	-3
OCCC1CN(Cc2ccon2)CCN1CCc1ccccc1 (stereo not given)	-8	-2	-19	6	9	0.4	23	-2	-4
O=C(Nc1cc(Cl)ccc1Cl)c1noc2c1CCCC2	-6	-15	6	-13	13	0.3	7	-3	29
O=C(CN1CCOCC1)Nc1ccc(Br)cn1	2	6	4	25	x	0.5	6	-12	0
OC(COCc1ccco1)CN1CCN(C(c2ccccc2)c2ccccc2)CC1 (stereo not given)	6	9[fluorescence artefact?]	31	4	10	-0.4	-14	9[fluorescence artefact?]	-1
CSc1nc2ccc3nc(NC(=O)C4COc5ccccc5O4)sc3c2s1 (stereo not given)	-20	-3	-53	-98	21	4.1	-1	-3	25
CCc1ccc(C(=O)Cn2cnc3cc([N+](=O)[O-])ccc3c2=O)cc1	0	3	-26	-2	3	-0.7	8	0	26
CSc1nsc(N/N=C/c2ccccc2)c1C#N	-11	1	-72	-82	6	1.0	-4	-17	11
Cc1ccc(-c2cc(N)on2)cc1	2	0	13	18	4	-0.2	-8	7[fluorescence artefact?]	-1
Nc1ccc(SCc2nc3cccc4c3n2CCC4)cc1	2	2	-4	14	6	1.0	-16	0	4
N#C/C(=C\c1ccc(OCc2cccc(C(=O)O)c2)cc1)C(=O)NCc1ccco1	-4	5	21	-1	9	2.1	5	10	9
CCOC(=O)c1cnc2c(c(C)nn2C)c1Oc1cc(Cl)cc(Cl)c1	-4	1	-10	17	6	-0.5	-4	3	-3
COc1ccccc1C1N(c2cc(Cl)ccc2OC)C(=O)C2CCCN21 (stereo not given)	2	4	17	-13	5	0.2	-2	5	0
COc1ccccc1-c1c(C)nn2c(N3CCC(C)CC3)cc(C)nc12	-23	-10	33	-22	3	0.0	15	-3	26
CCOC(=O)N1CCN(c2c(NCc3ccccn3)c(=O)c2=O)CC1	-1	-5	20	-16	12	0.8	0	7	0
c1ccc(-n2nnnc2SCc2cn3cccnc3n2)cc1	-8	-1	10	-275	6	0.0	x	-9	0
CCOC(=O)c1ccc(NC(=O)CCNc2c(N3CCCC3)c(=O)c2=O)cc1	-2	-2[fluorescence artefact?]	-11	16	9	0.6	-12	4	-1
Cn1c(=O)c2c(ncn2CC(=O)N2CCCc3ccccc32)n(C)c1=O	-5	2	4	-30	14	0.7	x	5	0
O=C1c2nccnc2C(=O)N1c1ccc(C(F)(F)F)cc1	3	-3	41	-32	5	1.5	1	-7	2
CCOc1ccc2nc(COC(=O)c3cccc([N+](=O)[O-])c3)c(C(C)=O)[n+]([O-])c2c1	-2	0	-10	3	3	0.4	24	4	21
CCSc1nc(-c2ccccc2)c(C#N)c(=O)[nH]1	1	1	45	-5	50*	0.6	2	2	7
COc1ccc(S(=O)(=O)NCC(=O)O)cc1C(=O)NC1CCCCC1	16	13	-9	-6	5	0.0	4	5	2
C=CCSc1nc2c(c(=O)[nH]c(=O)n2C)n1C(C)C	3	8[fluorescence artefact?]	16	12	14	0.0	0	-5	1
O=S(=O)(c1cnc(Cl)c(Cl)c1)N1CCN(c2ncccn2)CC1	-15	0	-2	-13	7	-1.9	5	1	7
Cc1ccc([N+](=O)[O-])cc1S(=O)(=O)N1CCCCC1C(=O)O (stereo not given)	5	2	26	-22	2	2.3	3	-6	19
COc1ccc(C2CC(=O)N3CN(Cc4ccco4)CSC3=C2C#N)cc1 (stereo not given)	-2	4	-4	-28	4	-0.5	3	5	-1
Cc1cccc(CSc2ncccc2C(=O)O)c1	-4	-6	19	16	9	x	x	-6[fluorescence artefact?]	-2
Cc1cc(C)c2cc(CN(Cc3nnnn3C3CCCCC3)CC3CCCO3)c(=O)[nH]c2c1 (stereo not given)	-17	10	40	-31	7	0.6	1	-6	3
COc1ccc(S(=O)(=O)Nc2ccccc2)cc1OC	4	13	24	-2	11	0.1	1	2	1
Cc1ccc(C(=O)N/C(=C/C=C/c2ccccc2)C(=O)NCc2ccco2)cc1	-32	2	19	14	-1	0.1	6	12	0
Cn1cnnc1SCCNS(=O)(=O)c1ccccc1	-6	-10[fluorescence artefact?]	14	-15	10	0.1	5	-4[fluorescence artefact?]	0
Cc1cc(C(=O)NCc2ccccc2)no1	-3	1	20	-12	9	0.8	x	-2	0

Some of the entries so far, as a markdown table.
| Compound | Tb hexokinase | eIF4E-4G inh | EP2 mod | m-calpain inh | EP2 antag | L929 necroptosis | Rad51 HR inh | 14-3-3 Bad PPI | Hck-Nef inh |
| --- | --- | --- | --- | --- | --- | --- | --- | --- | --- |
| CCOc1ccc2nc(COC(=O)c3cccc([N+](=O)[O-])c3)c(C(C)=O)[n+]([O-])c2c1 | -2 | 0 | -10 | 3 | 3 | 0.4 | 24 | 4 | 21 |
| CCSc1nc(-c2ccccc2)c(C#N)c(=O)[nH]1 | 1 | 1 | 45 | -5 | 50* | 0.6 | 2 | 2 | 7 |
| COc1ccc(S(=O)(=O)NCC(=O)O)cc1C(=O)NC1CCCCC1 | 16 | 13 | -9 | -6 | 5 | 0.0 | 4 | 5 | 2 |
| C=CCSc1nc2c(c(=O)[nH]c(=O)n2C)n1C(C)C | 3 | 8[fluorescence artefact?] | 16 | 12 | 14 | 0.0 | 0 | -5 | 1 |
| O=S(=O)(c1cnc(Cl)c(Cl)c1)N1CCN(c2ncccn2)CC1 | -15 | 0 | -2 | -13 | 7 | -1.9 | 5 | 1 | 7 |
| Cc1ccc([N+](=O)[O-])cc1S(=O)(=O)N1CCCCC1C(=O)O (stereo not given) | 5 | 2 | 26 | -22 | 2 | 2.3 | 3 | -6 | 19 |
| COc1ccc(C2CC(=O)N3CN(Cc4ccco4)CSC3=C2C#N)cc1 (stereo not given) | -2 | 4 | -4 | -28 | 4 | -0.5 | 3 | 5 | -1 |
| Cc1cccc(CSc2ncccc2C(=O)O)c1 | -4 | -6 | 19 | 16 | 9 | x | x | -6[fluorescence artefact?] | -2 |
| Cc1cc(C)c2cc(CN(Cc3nnnn3C3CCCCC3)CC3CCCO3)c(=O)[nH]c2c1 (stereo not given) | -17 | 10 | 40 | -31 | 7 | 0.6 | 1 | -6 | 3 |
| COc1ccc(S(=O)(=O)Nc2ccccc2)cc1OC | 4 | 13 | 24 | -2 | 11 | 0.1 | 1 | 2 | 1 |
| Cc1ccc(C(=O)N/C(=C/C=C/c2ccccc2)C(=O)NCc2ccco2)cc1 | -32 | 2 | 19 | 14 | -1 | 0.1 | 6 | 12 | 0 |
| Cn1cnnc1SCCNS(=O)(=O)c1ccccc1 | -6 | -10[fluorescence artefact?] | 14 | -15 | 10 | 0.1 | 5 | -4[fluorescence artefact?] | 0 |
| Cc1cc(C(=O)NCc2ccccc2)no1 | -3 | 1 | 20 | -12 | 9 | 0.8 | x | -2 | 0 |

Further compounds follow.
SMILES	Tb hexokinase	eIF4E-4G inh	EP2 mod	m-calpain inh	EP2 antag	L929 necroptosis	Rad51 HR inh	14-3-3 Bad PPI	Hck-Nef inh
O=C(O)c1cc(-c2ccccc2)nc2nc(N3CCCCC3)sc12	-19	3	10	i	7	2.2	11	5	-2
O=C(C[n+]1ccc(-c2nnc3n2CCC3)cc1)c1ccc(Cl)cc1	-10	-2[fluorescence artefact?]	28	-4	0	1.5	x	12[fluorescence artefact?]	2
O=C1CCC(CCC(=O)N2CCCC(C(=O)c3cccc(C(F)(F)F)c3)C2)=NN1 (stereo not given)	0	0	12	-5	7	-0.4	x	-3	-1
Cc1nc2cc(NS(=O)(=O)c3c(C)c(C)cc(C)c3C)ccc2s1	-2	0	19	-14	11	-0.4	-3	-5	-11
COC(=O)c1cc(OC)nc(OC)c1	5	-2	-38	-6	11	0.3	4	1	3
CCOC(=O)N/C(N)=N/c1nc2ccccc2s1	10	1	-12	4	3	0.5	7	3	0
CC(NC(=O)Nc1ccc(Cl)c(Cl)c1)C(c1ccccc1)N1CCOCC1 (stereo not given)	-3	0	-62	37	5	3.9	x	2	1
CCN1C(=O)/C(=C/N(C)c2ccccc2)OC1=S	-28	5	-9	24	7	-0.3	1	5	1
O=C(Nc1ccccc1C(=O)N1CCCCC1)c1cccc(S(=O)(=O)N2CCOCC2)c1	-4	1[fluorescence artefact?]	17	7	10	0.6	2	4	1
COn1c(=S)[nH]c2ccccc2c1=O	-3	1	24	20	6	-0.2	1	-1	-1
Cc1cc(C(=O)N(NC(=O)C(C)C)c2ccccc2)cs1	-12	3	-3	-19	2	0.3	x	-3	-1
COc1ccc(-n2ccnc2SCC(=O)NCc2ccc3c(c2)OCO3)cc1	-1	5	3	10	9	-0.2	-7	17	0

Source: PubChem BioAssay (several laboratories)
